From PubChem BioAssay
CatB inh: inhibitors of human cathepsin B; purified cathepsin B, fluorogenic substrate, fluorescence; inhibition, %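 (tested at 10 µM)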; P07858; 63,000 compounds, 0.1% hits; in the data active means inhibition above about 21%;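 further: 0% = enzyme with no compound and 100% = no enzyme blank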
MKP-1 inh: blocks human MKP-1 phosphatase activity; recombinant MKP-1, OMFP hydrolysis fluorescence; inhibition, %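 (compounds tested at a single concentration somewhere between 10 and 100 µM)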; 65,000 compounds, 0.15% hits; AID 374;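 active means inhibition above about 50%, limit read from the data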;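 further: 0% = DMSO max control wells and 100% = wells with enzyme stopped by NaOH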
Target sequence (P28562 whole entry, looked up): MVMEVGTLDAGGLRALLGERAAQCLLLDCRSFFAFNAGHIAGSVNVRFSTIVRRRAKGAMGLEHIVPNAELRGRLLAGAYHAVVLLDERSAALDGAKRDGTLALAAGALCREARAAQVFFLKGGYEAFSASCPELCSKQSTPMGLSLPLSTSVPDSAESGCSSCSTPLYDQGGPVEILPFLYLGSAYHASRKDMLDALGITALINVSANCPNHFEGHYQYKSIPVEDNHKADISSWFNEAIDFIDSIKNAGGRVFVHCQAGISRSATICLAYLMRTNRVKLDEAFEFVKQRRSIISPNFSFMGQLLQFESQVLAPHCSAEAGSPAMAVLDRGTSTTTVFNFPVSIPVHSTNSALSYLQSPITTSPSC
Ec RNAP inh: inhibitors of Escherichia coli RNA polymerase | E. coli RNA polymerase, fluorescence transcription assay | inhibition, %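 (tested at 10 µM)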 | 62,000 compounds, 0.2% hits | AID 559; in the data active means inhibition above about 20%;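 further: 0% = enzyme without compound and 100% = no enzyme blank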
AP complement: alternative pathway complement inhibition, orthogonal assay. Human serum alternative complement pathway, LPS-coated ELISA, C3 deposition; tested in compound mixtures. inhibition, % at 5 µM. 62,000 compounds, 0.08% hits;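 active means inhibition above 30% in each of the two pooled mixtures holding the compound, so the lower value exceeds 30%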;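 further: 0% = serum in Mg-EGTA without compound and 100% = EDTA serum blank; some compounds past the cut are filed as inactive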
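Assay system: human serum alternative complement pathway, C3 deposition on LPS-coated wells; Dosing: 5 µM per compound in ten-compound mixtures; Detection: Anti-C3 ELISA, OD 450 nm; Buffer or medium: Mg2+-EGTA GVB++ buffer containing human serum at 1:15 dilution; Timing: 1 h at 37 °C; Replication: two different pools per compound.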
CatB mix inh: human cathepsin B inhibition by mixtures; P07858; 62,000 compounds, 0.06% hits; inhibition, %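 (ten-compound pools at 5 µM per compound and 50 µM total)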; Purified cathepsin B, AMC dipeptide fluorescence, compound mixtures; in the data active means inhibition above about 22%, passing the limit was not always enough;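 further: 0% = enzyme without compound and 100% = no enzyme blank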
D1 mod: allosteric modulators of human D1 dopamine receptor | P21728 | HEK293 D1, CRE-luciferase, dopamine EC30 potentiation; actives deviate in either direction | B-score at 10 µM | 58,000 compounds, 5.9% hits;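 active means luminescence count or its row- and column-corrected plate score outside the 99.7% band of the plate's sample wells, on either side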
Target sequence (P21728 whole entry, looked up): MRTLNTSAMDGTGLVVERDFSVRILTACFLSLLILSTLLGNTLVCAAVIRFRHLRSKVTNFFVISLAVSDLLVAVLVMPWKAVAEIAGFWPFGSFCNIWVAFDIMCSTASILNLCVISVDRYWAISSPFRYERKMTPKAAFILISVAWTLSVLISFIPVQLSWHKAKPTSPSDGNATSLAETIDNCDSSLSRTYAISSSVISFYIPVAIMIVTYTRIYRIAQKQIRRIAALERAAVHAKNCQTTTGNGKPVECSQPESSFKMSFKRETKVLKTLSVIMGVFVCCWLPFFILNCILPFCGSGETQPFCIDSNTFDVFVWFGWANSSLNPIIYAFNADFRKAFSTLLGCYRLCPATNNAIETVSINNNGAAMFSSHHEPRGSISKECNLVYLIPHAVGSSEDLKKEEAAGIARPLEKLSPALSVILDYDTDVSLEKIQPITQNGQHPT
Hsp90 block: displaces geldanamycin probe from tumor Hsp90; NCI-N417 lysate Hsp90, Cy3B-geldanamycin FP displacement; inhibition, % at 30 µM; P07900; 64,000 compounds, 0.35% hits; AID 429;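 active means inhibition above 50%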;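 further: 0% = tracer plus lysate wells and 100% = tracer alone without lysate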
Ecoli tolC: growth inhibitors of E. coli BW25113 tolC mutant | OD615 | growth inhibition, % at 10 µM (by protocol) | 65,000 compounds, 2.2% hits;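 active means growth inhibition at or above a cutoff equal to the mean over every tested compound plus 3 SD, cut at about 60% in these data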;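 further: growth measured after 20 h incubation at 37 °C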
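Test system: tolC-deleted E. coli BW25113; medium: LB with kanamycin 50 µg/mL; compound: single-point testing at 10 µM; incubation: 20 h compound exposure of bacteria at 37 °C; signal: OD at 615 nm; evaluation: growth inhibition in percent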
Cdc25B inh: inhibitors of human Cdc25B phosphatase | P30305 | recombinant Cdc25B, OMFP fluorescence Ex485/Em525 | inhibition, %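 (compounds tested at 10 µM final in the well)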 | 65,000 compounds, 0.1% hits; in the data active means inhibition above about 50%
An asterisk follows results filed as active; nt = not tested or not shown.

1: CC1(C)Cc2ccccc2-c2nnc(SCc3ccc(C#N)cc3)n21
2: CCC1=C/C(=C\c2ccc3c(c2)OCO3)C(=O)S1
3: O=S(=O)(CCCc1ccccc1)c1ncn[nH]1
4: COc1ccc2cc(CN(CC3COCCO3)S(=O)(=O)c3ccccc3)c(=O)[nH]c2c1 (stereo not drawn)
5: CN(C(=O)C12CC3CC(CC(C3)C1)C2)C1CCS(=O)(=O)C1 (stereo not drawn)
6: O=C(CC(NS(=O)(=O)c1ccc(Cl)cc1)c1ccco1)NC1CCCC1 (stereo not drawn)
7: O=C(NC1CCCCC1)n1c(=O)oc2cc(S(=O)(=O)N3CCCCC3)ccc21
8: Cc1nnc(Nc2ccccn2)c2ccccc12
compound no.	1	2	3	4	5	6	7	8
CatB inh	-2	8	-5	2	0	-3	0	-4
MKP-1 inh	20	-2	9	-3	-5	5	-13	0
Ec RNAP inh	1	5	0	3	0	4	6	8
AP complement	12	-7	10	8	16	3	14	10
CatB mix inh	3	3	4	4	-2	-1	6	4
D1 mod	-0.16	nt	-1	0.44	-0.61	nt	0.83	-0.89
Hsp90 block	-2	2	3	1	1	-1	0	0
Ecoli tolC	nt	-7	-11	-5	-7	25	-5	-13
Cdc25B inh	0	15	4	-14	-6	-20	0	-8

Compounds 1 through 5, reprinted for reference:
1: CC1(C)Cc2ccccc2-c2nnc(SCc3ccc(C#N)cc3)n21
2: CCC1=C/C(=C\c2ccc3c(c2)OCO3)C(=O)S1
3: O=S(=O)(CCCc1ccccc1)c1ncn[nH]1
4: COc1ccc2cc(CN(CC3COCCO3)S(=O)(=O)c3ccccc3)c(=O)[nH]c2c1 (stereo not drawn)
5: CN(C(=O)C12CC3CC(CC(C3)C1)C2)C1CCS(=O)(=O)C1 (stereo not drawn)
compound no.	1	2	3	4	5
CatB inh	-2	8	-5	2	0
MKP-1 inh	20	-2	9	-3	-5
Ec RNAP inh	1	5	0	3	0
AP complement	12	-7	10	8	16
CatB mix inh	3	3	4	4	-2
D1 mod	-0.16	nt	-1	0.44	-0.61
Hsp90 block	-2	2	3	1	1
Ecoli tolC	nt	-7	-11	-5	-7
Cdc25B inh	0	15	4	-14	-6

(more compounds)
9: Cc1ccc(NC(=O)CCC(=O)OCCCC(F)(F)C(F)(F)F)cc1
10: Cc1ccc2c(c1)sc1ncc(NC(=O)c3ccccc3)c(=O)n12
11: O=C(CNS(=O)(=O)c1ccc(Br)s1)N1CCCC1
12: CCCSc1nnc(Cn2c(=O)sc3ccccc32)n1C
13: CS(=O)(=O)N1CCN(C(=O)Cc2ccccc2)CC1
14: O=S(=O)(NC1CC2CCC1C2)c1ccc2c(c1)OCCO2 (stereo not drawn)
15: O=C(O)c1cc(NC(=O)C2CCCO2)cc(NC(=O)C2CCCO2)c1 (stereo not drawn)
16: CCOC(=O)Cc1csc(NC(=O)c2c(-c3ccccc3)noc2C)n1
compound no.	9	10	11	12	13	14	15	16
CatB inh	6	-5	-3	0	1	-1	-2	1
MKP-1 inh	27	11	-4	-3	3	-2	1	6
Ec RNAP inh	1	-11	-6	2	6	8	4	2
AP complement	6	9	19	-1	10	12	11	17
CatB mix inh	5	-5	-2	-2	-6	9	3	2
D1 mod	0.44	-0.17	-0.088	nt	-1	1.4	-0.73	-0.26
Hsp90 block	4	3	-2	1	-1	2	-1	-4
Ecoli tolC	-7	-3	-30	1	-8	19	-20	0
Cdc25B inh	5	1	-2	-11	-9	-12	-15	-2

Profiles from above. Screens in order: CatB inh	MKP-1 inh	Ec RNAP inh	AP complement	CatB mix inh	D1 mod	Hsp90 block	Ecoli tolC	Cdc25B inh
Record of Cc1ccc(NC(=O)CCC(=O)OCCCC(F)(F)C(F)(F)F)cc1 = 6	27	1	6	5	0.44	4	-7	5
Record of CCOC(=O)Cc1csc(NC(=O)c2c(-c3ccccc3)noc2C)n1 = 1	6	2	17	2	-0.26	-4	0	-2

New compounds follow:
17: N#Cc1cc2ccccc2nc1SCc1cccnc1
18: CCC(=O)N1CCc2cc(S(=O)(=O)NC(CC(C)C)C(=O)N3CCc4ccccc43)ccc21 (stereo not drawn)
19: O=C(COc1ccccc1)Nc1ccc(-c2nnc(-c3ccco3)o2)cc1
20: CCOC(=O)c1c(C)n(C)c2ccc(O)c(S(=O)(=O)c3ccccc3)c12
21: CCCN1C2CCCC1CC(NC(=O)NC1CCCCC1)C2 (stereo not drawn)
22: COc1ccc(OC)c(C(=O)c2coc3ccc(OC)cc23)c1
23: Cn1c(=O)[nH]c(=O)c2c1nc(CN1CCOCC1)n2Cc1ccc(F)cc1
24: CC(=O)c1c(N2CCCCC2)nc(=S)n(Cc2ccccc2)c1C
compound no.	17	18	19	20	21	22	23	24
CatB inh	-1	1	0	7	2	-1	-2	3
MKP-1 inh	4	22	-9	3	-30	4	9	7
Ec RNAP inh	9	6	9	8	8	0	3	4
AP complement	11	7	-2	-6	-12	0	22	0
CatB mix inh	9	0	-2	-1	1	-1	2	0
D1 mod	nt	1.1	-0.23	-1.7	-0.24	0.8	0.58	1.4
Hsp90 block	-2	-6	0	-4	-2	2	-2	nt
Ecoli tolC	6	-3	8	0	-14	8	-26	3
Cdc25B inh	6	-4	0	4	2	-5	-12	-11

25: COc1ccc(S(=O)(=O)N(CC(N)=O)C2CCCCC2)cc1Cl
26: COc1cc2c(cc1OC)CN(C(=O)c1cc(S(=O)(=O)N3CCOCC3)ccc1Cl)CC2
27: Cc1ccnc(N2CCCC(C(=O)Nc3nnc(C)s3)C2)n1 (stereo not drawn)
28: Cc1cc(C(=O)CSc2nc3ccccc3n2CCC#N)c(C)n1Cc1cccs1
29: Cc1ccc(-c2nnc(N(C)C(=O)c3ccncc3)s2)cn1
30: CN(C(=O)COc1cc(=O)n(C)c2ccccc12)c1ccc(Cl)cc1
31: CC1CCN(C(=O)CSc2nc3ccccc3[nH]2)CC1
32: CCOC(=O)c1ccc(NCc2ccc(N(C)C)cc2)cc1
compound no.	25	26	27	28	29	30	31	32
CatB inh	-2	-4	0	2	3	3	0	-1
MKP-1 inh	17	3	3	3	26	6	-4	-9
Ec RNAP inh	4	4	5	8	-3	-2	2	13
AP complement	13	16	23	-6	19	31	17	1
CatB mix inh	-6	4	5	0	0	3	-7	1
D1 mod	0.04	0.85	nt	-0.049	-0.32	-0.17	-0.98	0.15
Hsp90 block	-10	-11	-3	-6	-2	-2	-3	1
Ecoli tolC	7	-12	-7	5	-15	13	-1	-6
Cdc25B inh	-6	-3	13	3	-12	-13	-10	6

33: CC(C)=CC(=O)OCC(=O)Nc1nc(C)c(Cl)cc1Cl
34: COc1ccc(C(=O)Nc2ccc3c(c2)OCO3)cc1OC
35: COCCNC(=O)CCCCCNS(=O)(=O)c1ccc(C)cc1
36: CCOc1ccc(N=CC2=C(O)CC(C)(C)CC2=O)cc1
37: CN(CC(CC(=O)Nc1nncs1)c1ccccc1)S(=O)(=O)c1ccccc1 (stereo not drawn)
38: CC(=O)/C(C(=N)N1CCN(C(c2ccccc2)c2ccccc2)CC1)=C(\C)O
39: COc1ccccc1NC(=O)C1CCCN(S(=O)(=O)c2cccc3nsnc23)C1 (stereo not drawn)
40: c1ccc(-c2nc(CSc3nnnn3-c3ccccc3)cs2)cc1
compound no.	33	34	35	36	37	38	39	40
CatB inh	4	2	-2	0	-2	3	0	-1
MKP-1 inh	5	-6	0	2	12	8	4	4
Ec RNAP inh	nt	3	8	4	6	4	-5	6
AP complement	3	18	-2	2	22	5	3	-7
CatB mix inh	0	1	-2	-3	9	-4	-2	-4
D1 mod	-0.44	1.3	-0.87	0.85	-1.1	-0.42	0.19	0.36
Hsp90 block	-1	10	-1	1	-2	-6	2	nt
Ecoli tolC	-4	-8	-7	-2	11	-4	33	55
Cdc25B inh	3	-5	4	-12	-3	5	-2	-7

41: COc1ccc(Nc2nc(N)nc(CN3CCN(c4ccccn4)CC3)n2)cc1
42: Nc1nc2ccc(N3CCOCC3)cc2s1
43: CC(=O)C1=C(O)C(=O)N(Cc2cccnc2)C1c1ccccc1 (stereo not drawn)
44: O=C(NCC1CCCO1)c1cccs1 (stereo not drawn)
45: CC(C)NC(=O)CCNC(=O)c1ccc(F)cc1
46: CCOC(=O)CSC(C)C(=O)Nc1nnc(C(C)C)s1 (stereo not drawn)
47: O=c1c2cn[nH]c2[nH]c(=S)n1-c1ccccc1F
48: O=C(NC1CCCCCCC1)c1c(O)c2ccccc2[nH]c1=O
compound no.	41	42	43	44	45	46	47	48
CatB inh	-2	0	-2	1	2	-1	-6	5
MKP-1 inh	29	8	-22	4	11	-5	29	9
Ec RNAP inh	4	5	10	4	7	1	0	12
AP complement	-5	23	2	-2	14	27	17	2
CatB mix inh	4	-12	1	3	5	0	5	-2
D1 mod	0.14	-2	0.0021	0.2	0.42	-0.017	-2.3	1.1
Hsp90 block	-1	12	0	-6	-2	-1	-4	-4
Ecoli tolC	5	-17	-13	-13	-12	14	-10	-15
Cdc25B inh	-6	1	3	-7	-28	-7	5	-2

49: COc1ccc(OC)c(-c2cc(C(=O)NCc3ccco3)no2)c1
50: CCC(=O)c1cc(F)c(N2CCN(S(=O)(=O)c3ccc(C)cc3)CC2)cc1C
51: CC(=O)c1c(N2CCCCC2)nc(=S)n(-c2ccccc2)c1C
52: O=C(CC12CC3CC(C1)CC(CC(=O)N1CCCC1)(C3)C2)N1CCCC1
53: CCn1c(=O)cc(OCC(=O)N(C)C2CCCCC2)c2ccccc21
54: COc1ccc(NC(=O)CC2SC(=NCc3ccccc3OC)NC2=O)cc1 (stereo not drawn)
55: CSc1nnc2n(-c3ccc(C)cc3)c(=O)c3c4c(sc3n12)COC(C(C)C)C4 (stereo not drawn)
56: Oc1ccccc1OCc1nc2ccccc2s1
compound no.	49	50	51	52	53	54	55	56
CatB inh	0	nt	1	6	0	4	4	3
MKP-1 inh	2	13	-1	3	28	16	3	-5
Ec RNAP inh	7	nt	3	6	-3	9	4	4
AP complement	4	3	12	3	-1	10	34	2
CatB mix inh	-4	-6	-3	-10	-2	4	8	-2
D1 mod	-1.6	-0.55	0.069	0.32	nt	-4*	1.5	-1.2
Hsp90 block	-1	-3	-8	-2	3	2	0	3
Ecoli tolC	5	23	-12	2	16	4	-8	18
Cdc25B inh	-7	-10	0	-8	-10	-10	1	-5

57: O=C(Nc1nc(-c2nc3ccccc3s2)cs1)C1COc2ccccc2O1 (stereo not drawn)
58: COc1ccc(OC)c(NC(=O)Cn2c(-c3ccc(Cl)cc3)noc2=O)c1
59: Nc1ccc(Nc2ccccc2N)cc1
60: O=C(c1ccccc1-c1nc(-c2ccc(Cl)cc2)no1)N1CCCC1
61: Cc1cc(-c2csc(NC(=O)c3cc4ccccc4o3)n2)c(C)n1C
62: CCOC(=O)N1CCN(C(=O)Cn2c(C)cc3ccccc3c2=O)CC1
63: CCc1ccc(NC(=O)CSc2nnc(Cc3cccn3C)n2-c2ccc(F)cc2)cc1
compound no.	57	58	59	60	61	62	63
CatB inh	4	0	nt	-4	nt	1	1
MKP-1 inh	8	13	-14	2	42	-14	19
Ec RNAP inh	12	nt	nt	3	nt	5	4
AP complement	-1	7	nt	16	nt	10	6
CatB mix inh	5	-2	nt	3	nt	4	1
D1 mod	nt	0.29	-0.27	-0.033	-1.1	0.13	1.2
Hsp90 block	-2	3	34	-5	-7	-2	-3
Ecoli tolC	10	-20	14	5	3	-10	66*
Cdc25B inh	-3	-2	10	-3	5	-4	-15
